Assay outcomes as filed in PubChem.
PAFAH2 inh: PAFAH2 (human) inhibition; recombinant PAFAH2, FP-rhodamine activity probe, fluorescence polarization; inhibition, % at 3.39 µM; 340,000 compounds, 0.99% hits; AID 492956; Q99487;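 active = inhibition above the mean over all tested compounds plus 3 SD, cut at about 30% in these data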;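 note: inhibitors block probe labeling of enzyme so polarization drops; 0% = enzyme with DMSO and 100% = wells lacking PAFAH2 protein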
Fam108B inh: blocks mouse Fam108B hydrolase in RBBP9 counter-screen; recombinant Fam108B, FP-Rh probe fluorescence polarization; AID 1947; inhibition, % at 9.51 µM; 300,000 compounds, 0.33% hits;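 active = inhibition above the screen mean inhibition plus 3 SD, computed separately per campaign, cut at about 18% in these data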;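 note: inhibitors lower polarization as less probe binds the enzyme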
PAFAH1B3 FP inh: blocks human PAF acetylhydrolase 1B catalytic subunit 3; recombinant PAFAH1B3, FP-rhodamine probe, fluorescence polarization; inhibition, % at 3.39 µM; 340,000 compounds, 0.28% hits; AID 492972;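 active = inhibition above the screen-wide average of all tested compounds plus 3 SD, cut at about 25% in these data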;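 note: 0% = enzyme with DMSO only and 100% = wells lacking PAFAH1B3 protein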
PME-1 inh: PME-1 (human) inhibition | Q9Y570 | recombinant PME-1, FP-Rh probe fluorescence polarization | inhibition, % at 5.9 µM | 320,000 compounds, 0.53% hits;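 active = inhibition above the campaign mean of all compounds plus 3 SD, cut at about 26% in these data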;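 note: competitive labeling of PME-1 active site by serine hydrolase directed probe; 0% = PME-1 with DMSO and 100% = wells lacking PME-1 enzyme; inhibitors block probe labeling so polarization falls and inhibition rises; many of its hits are not listed in these tables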
pPAFAH inh: pPAFAH (human) enzyme inhibition. 330,000 compounds, 1.5% hits. Q13093. recombinant pPAFAH, FP-rhodamine probe fluorescence polarization. inhibition, % at 3.39 µM;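 active = inhibition above the mean inhibition across the screen plus 3 SD, cut at about 25% in these data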;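 note: inhibitors block binding of the rhodamine activity-based probe so polarization drops; 0% = enzyme with DMSO and 100% = wells lacking pPAFAH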
LYPLA1 inh: blocks human lysophospholipase 1, a PME1 counter-screen; recombinant LYPLA1, FP-Rh probe fluorescence polarization; AID 2174; inhibition, % at 5.9 µM; 320,000 compounds, 0.16% hits;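 active = inhibition above the mean of all tested compounds plus 3 SD, set per campaign, cut at about 14% in these data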;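 note: inhibitors block serine hydrolase probe labeling of LYPLA1 so polarization falls; 0% = enzyme with DMSO and 100% = wells lacking LYPLA1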
Target sequence (O75608 whole entry, looked up): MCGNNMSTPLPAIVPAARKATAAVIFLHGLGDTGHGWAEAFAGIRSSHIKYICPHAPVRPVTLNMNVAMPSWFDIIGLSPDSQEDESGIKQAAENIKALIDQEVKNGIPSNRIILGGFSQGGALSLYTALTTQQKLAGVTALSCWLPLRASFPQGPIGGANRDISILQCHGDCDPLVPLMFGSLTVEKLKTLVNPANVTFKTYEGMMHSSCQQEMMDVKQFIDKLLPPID
GSTO1 inh: counter-screen for RBBP9 inhibitors: inhibitors of human GSTO1; P78417; recombinant GSTO1, activity-based probe fluorescence polarization; inhibition, % at 5.96 µM; 300,000 compounds, 1.1% hits;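 active = inhibition above the campaign mean inhibition plus 3 SD, cut at about 35% in these data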;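 note: 0% = GSTO1-1 with DMSO and 100% = wells lacking GSTO1-1 enzyme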
PAD4 inh: inhibitors of human PAD4. Q9UM07. inhibition, % at 6.36 µM. 330,000 compounds, 0.41% hits. AID 485272. recombinant PAD4, RCA probe fluorescence polarization;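 active = percent inhibition above a cutoff equal to the mean of all tested compounds plus 3 SD, cut at about 15% in these data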;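 note: 0% = PAD4 with RCA probe and DMSO and 100% = probe without PAD4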
Target sequence (Q9UM07 whole entry, looked up): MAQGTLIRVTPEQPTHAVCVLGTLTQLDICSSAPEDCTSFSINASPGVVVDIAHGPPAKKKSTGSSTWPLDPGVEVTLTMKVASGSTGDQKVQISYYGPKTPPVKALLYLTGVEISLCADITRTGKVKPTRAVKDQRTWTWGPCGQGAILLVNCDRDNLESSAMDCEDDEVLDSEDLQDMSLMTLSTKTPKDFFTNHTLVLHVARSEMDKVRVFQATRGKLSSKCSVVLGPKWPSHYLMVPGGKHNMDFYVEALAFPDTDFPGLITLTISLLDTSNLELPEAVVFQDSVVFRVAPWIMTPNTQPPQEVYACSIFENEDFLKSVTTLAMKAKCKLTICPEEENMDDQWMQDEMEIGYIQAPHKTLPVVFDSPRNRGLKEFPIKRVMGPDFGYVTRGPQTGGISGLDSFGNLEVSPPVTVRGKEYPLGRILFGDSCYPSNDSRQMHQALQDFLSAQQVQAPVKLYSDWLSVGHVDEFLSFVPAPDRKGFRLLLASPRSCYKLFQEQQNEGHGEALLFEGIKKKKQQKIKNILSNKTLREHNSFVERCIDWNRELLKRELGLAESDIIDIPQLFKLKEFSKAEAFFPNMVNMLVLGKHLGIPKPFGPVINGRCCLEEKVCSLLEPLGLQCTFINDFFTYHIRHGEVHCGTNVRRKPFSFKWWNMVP
PAFAH1B2 FP inh: inhibitors of human PAFAH1B2; P68402; recombinant PAFAH1B2, FP-rhodamine activity probe, fluorescence polarization; inhibition, % at 3.39 µM; 340,000 compounds, 1.2% hits; AID 492953;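 active = inhibition above the mean of all tested compounds plus 3 SD, cut at about 24% in these data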;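 note: 0% = enzyme with DMSO and 100% = wells lacking PAFAH1B2; many of its hits are not listed in these tables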
* = called active by the depositor; · = no result given.

SMILES	PAFAH2 inh	Fam108B inh	PAFAH1B3 FP inh	PME-1 inh	pPAFAH inh	LYPLA1 inh	GSTO1 inh	PAD4 inh	PAFAH1B2 FP inh
NCCCC[C@H]1NC(=O)[C@H](CCC(=O)O)NC(=O)c2cc([N+](=O)[O-])cc(I)c2OCC[C@@H](C(N)=O)NC1=O	·	-2	·	-9	33*	-5	-227	0	·
NC(=O)c1c(NC(=O)CSc2nnc(-c3ccccc3)n2CC2CCCO2)sc2c1CCC2 (centres undefined)	3	-3	3	2	-2	2	26	-7	7
O=C(Nc1nc2ccccc2s1)c1cccc(S(=O)(=O)N2CCc3ccccc32)c1	-46	-26	-62	-59	-37	-34	-97	-5	-34
Cn1ncc2c(NNC(=O)C3CCCCC3)ncnc21	-7	3	0	-1	2	0	-1	1	3
O=C(COC(=O)c1cccc([N+](=O)[O-])c1)NCc1ccc2c(c1)OCO2	-1	3	4	2	9	-1	9	6	8
O=[N+]([O-])c1ccc(N2CCN(Cc3ccccc3)CC2)s1	-1	3	5	2	1	0	-3	1	0
Cc1cc(C)c(C)c(S(=O)(=O)NCC(=O)NCC2CCCCC2)c1C	5	-2	-5	3	-1	6	5	0	6
Cc1nn2cnnc2c(C)c1Cc1ccc(Cl)cc1	5	-5	7	0	1	-4	0	-1	3
Cc1cc(=O)oc2cc(NC(=O)c3cccc(Br)c3)ccc12	-2	-4	-5	1	5	-2	1	0	0
CCn1c(=NC(=O)CSCC(=O)Nc2nccs2)sc2ccccc21	2	-2	9	3	1	-2	1	-5	5
COc1ccc2c(c1)oc(=O)c1ccccc12	-6	-1	1	-4	10	-1	10	15*	4
Cc1ccc2c(CSc3nncn3C)cc(=O)oc2c1C	6	-3	8	-1	2	1	-1	-5	1
Oc1c(CN2CCOCC2)cc(-c2ccccc2)cc1CN1CCOCC1	-3	-2	3	2	9	-3	4	3	0
COc1ccc(CC(=O)N2N=C(c3ccncc3)CC2(O)C(F)(F)F)cc1 (centres undefined)	0	-3	1	3	-3	-3	4	-2	2
COc1ccc(Nc2nnc(SCC(=O)NC3CC3)s2)cc1	1	·	10	1	3	2	·	3	-1
O=C1CC(N2CCN(c3ccccc3)CC2)C(=O)N1CCc1ccccc1 (centres undefined)	2	3	7	4	-6	1	-4	-5	2
NC(=O)C1CCN(CCC(=O)Nc2ccc(F)c(F)c2)CC1	-5	4	5	1	1	-2	3	-5	3
COc1ccc(C2=NS(=O)(=O)N(C)C(C(=O)N3CCC(C(N)=O)CC3)=C2)cc1	1	0	1	-2	0	2	3	-4	2
COC(=O)CSc1nnc(CNC(=O)c2cccs2)n1-c1cc(OC)ccc1OC	5	0	8	1	3	1	-1	0	4
Cc1cc2[nH]ncc2cc1NC(=S)NC(=O)c1ccccc1	2	0	-2	7	0	4	-6	0	3
c1ccc(Nc2nc(-c3ccncc3)nc3ccccc23)cc1	-18	-27	-11	-6	3	-4	-4	0	-3
O=C(N/N=C/c1cccnc1)c1cccc(Cl)c1	11	6	5	-1	0	1	1	2	2
CCCn1c(NC(=O)c2cccc(C)c2C)nc2ccccc21	-5	-2	13	-9	5	2	3	-3	2
Cc1nnc(SCc2nnc(-c3cccs3)o2)n1Cc1ccccc1	1	2	3	-1	0	-3	7	0	1
CCCCOC(=O)Nc1nnc(-c2ccccc2OC)s1	-3	2	5	1	5	0	-2	-2	-1
COc1ccc(N2CCN(C(=O)c3ccc4[nH]c(C)c(C)c4c3)CC2)cc1	-1	5	-3	3	3	2	2	5	-1
CC(C)CNS(=O)(=O)c1cc(C(=O)OCC(=O)N(C)C2CCS(=O)(=O)C2)c(Cl)cc1Cl (centres undefined)	2	1	3	-4	6	0	26	-2	7
O=C(NCc1cccs1)c1cc2ccccc2o1	-10	12	-1	1	0	-1	5	-3	-1
Cn1ncc(Cl)c1C(=O)N1CCN(S(=O)(=O)c2ccc(Cl)s2)CC1	-9	1	-3	9	6	-8	-6	-5	14
CC(=O)CSc1ncnc2c1oc1ccccc12	-5	-10	5	1	3	0	-14	3	10
Cc1ccc(-c2csc(/C=C3\SC(C)C(=O)N3CC(=O)Nc3ccccc3F)n2)cc1 (centres undefined)	2	3	0	-6	0	3	4	-3	4
CN1c2ccccc2Oc2nnc(N3CCN(Cc4ccccc4)CC3)cc21	8	6	5	10	7	-2	-6	0	4
CN(C)S(=O)(=O)c1ccc(S(=O)(=O)N(Cc2ccco2)Cc2ccccc2Cl)cc1	2	0	8	-4	8	4	0	-1	6
CC(C)(C)NC(=O)NC(=O)CN1C(=O)NC(c2ccccc2)(c2ccccc2)C1=O	-5	4	-1	5	2	-1	-1	0	0
CC1(C)CC(=O)C2=C(C1)N(c1ccc(F)cc1)C(N)=C(C#N)C2c1cccs1 (centres undefined)	-1	2	-2	9	0	0	4	-8	-2
O=C(N[C@H]1/C=C\[C@@H](O)CCCC1)OCc1ccccc1	1	·	7	·	1	·	·	0	2
Cc1cc(C(=O)N/N=C2\CC(=O)c3ccccc32)c(C)n1-c1ccccc1	5	2	5	-12	31*	0	26	-8	6
COc1ccccc1C(=O)NCCNC(=O)c1ccc(C)nc1	-9	2	3	1	2	-1	-4	-4	0
O=C(Nc1ccc(N2CCOCC2)c(S(=O)(=O)Nc2ccccc2Cl)c1)c1ccccc1	1	·	-1	-11	5	-19	·	-2	-8
O=C(NCC1CCCO1)c1c(O)nc2sccn2c1=O (centres undefined)	-5	-3	2	-1	4	-2	2	0	0
O=C(c1cscn1)N1CCCC(N2CCN(c3ccc(F)cc3)CC2)C1 (centres undefined)	4	0	6	2	2	1	7	1	0
Cc1ccc(OCCC(=O)OCC(=O)Nc2ccc3[nH]c(=O)[nH]c3c2)cc1	1	-3	5	1	11	5	-4	-7	-1
O=C(c1ccc(Cl)c([N+](=O)[O-])c1)N(Cc1cccc(Cl)c1)C1CCS(=O)(=O)C1 (centres undefined)	-6	-1	5	8	1	-2	3	-1	-2
O=C(c1n[nH]c(=O)c2ccccc12)N1CCOCC1	2	4	13	-1	0	-3	9	-4	1
CCc1nnnn1-c1ccc([N+](=O)[O-])cc1C	-1	5	7	1	-3	0	4	2	1
COc1ccc(OCCOC(=O)CN2C(=O)NC3(CCCC3)C2=O)cc1	-1	-3	3	1	-7	0	-8	-8	5
O=C(CN1CCN(c2ccc(F)cc2)CC1)c1cccs1	2	0	6	7	6	1	4	2	-2
CNc1ccccc(-c2ccc3cc4c(cc3n2)OCO4)c1=O	4	1	2	2	84*	0	16	7	-3
Cc1ccc(S(=O)(=O)N(C)c2ccc(C(=O)NCc3ccccc3F)cc2)cc1	-5	3	6	-10	-5	-3	11	-4	4
COc1ccccc1N1CCN(C(=O)c2cc(-c3ccc(Br)cc3)on2)CC1	2	-1	-4	-6	-2	0	9	1	1

An excerpt of these results, bar-delimited.
molecule | PAFAH2 inh | Fam108B inh | PAFAH1B3 FP inh | PME-1 inh | pPAFAH inh | LYPLA1 inh | GSTO1 inh | PAD4 inh | PAFAH1B2 FP inh
Cc1ccc(OCCC(=O)OCC(=O)Nc2ccc3[nH]c(=O)[nH]c3c2)cc1 | 1 | -3 | 5 | 1 | 11 | 5 | -4 | -7 | -1
O=C(c1ccc(Cl)c([N+](=O)[O-])c1)N(Cc1cccc(Cl)c1)C1CCS(=O)(=O)C1 (centres undefined) | -6 | -1 | 5 | 8 | 1 | -2 | 3 | -1 | -2

Continuation:
SMILES	PAFAH2 inh	Fam108B inh	PAFAH1B3 FP inh	PME-1 inh	pPAFAH inh	LYPLA1 inh	GSTO1 inh	PAD4 inh	PAFAH1B2 FP inh
O=c1cc(C(F)(F)F)[nH]c2ccc(C(F)(F)F)cc12	1	-2	8	5	6	1	-20	4	1
COCCCN(C(=O)c1cc2c(s1)CCC2)c1c(N)n(Cc2ccccc2)c(=O)[nH]c1=O	8	0	-3	3	8	-4	7	-2	3
CCC(C)(C(=O)NC1CCCC1)N(Cc1ccco1)C(=O)Cc1cccs1 (centres undefined)	3	6	-4	-5	0	-1	-7	-2	2
COCCCNC(=O)Cn1cnc2sc(C)c(S(=O)(=O)N3CCN(c4ncccn4)CC3)c2c1=O	-5	-6	5	-3	-7	-3	1	-3	1
O=C(Cc1c(F)cccc1Cl)Nc1ccccc1-c1ccccc1	-2	0	-3	0	5	-2	3	0	5
O=C(CSc1nnc(CN2CCOCC2)n1-c1ccc(Cl)cc1)Nc1ccc2c(c1)OCO2	-8	-1	-1	2	6	0	-4	0	5
[O-]/[N+](=C\c1ccc(OC(F)F)cc1)c1ccccc1	3	-1	4	-1	6	-1	7	1	3
CC1CC(C)CN(C(=S)Nc2ccc(SC(F)F)cc2)C1 (centres undefined)	-2	1	7	0	1	-3	-2	4	2
O=C(COC(=O)c1ccc(O)cc1O)NNC(=O)c1cccs1	6	·	4	6	1	2	·	2	14
NC(=O)C1CCN(C(=O)COc2cccc3ccccc23)CC1	11	0	14	6	0	1	6	-4	-1
O=C(Nc1cccc(NC(=O)c2ccco2)c1)c1ccc2c(c1)OCCO2	-11	-1	-7	-9	2	1	-5	-4	3
COCCN(Cc1cc2cc3c(cc2nc1Cl)OCO3)C(=O)c1ccc(C)cc1	4	2	-6	5	3	0	0	-1	-1
CCS(=O)(=O)CCSc1nc(C)cc(C)n1	3	-1	8	2	2	5	2	1	-2
CCOc1cc(Br)ccc1S(=O)(=O)N1CC(C)OC(C)C1 (centres undefined)	-3	1	13	-3	-3	-1	11	-4	3
O=C(COC(=O)c1ccccc1C(F)(F)F)NC(=O)NCc1ccco1	0	·	4	·	7	·	·	-5	3
Cc1csc(=O)n1CC(=O)OCc1nnc(-c2ccccc2)o1	2	1	12	2	3	0	2	4	-2
CCN(CC(=O)Nc1cccc(S(=O)(=O)N2CCCC2)c1)CC(=O)Nc1ccccc1OC	2	-6	4	11	4	2	-1	3	6
Brc1ccccc1OCCOc1cccc2cccnc12	-4	8	6	-1	-2	-7	-4	0	0
Cc1ccc(NC(=O)NNS(=O)(=O)c2ccc(Br)cc2)cc1	3	-1	-3	-2	-1	-1	-7	-2	8
CN(C)S(=O)(=O)c1ccc(N2CCCC2)c(C(=O)NC2CCC(O)CC2)c1 (centres undefined)	3	-1	6	-9	-3	-1	1	0	-1
CCOc1ccc(S(=O)(=O)NCCC(=O)OCC(=O)c2ccc[nH]2)cc1	7	-1	3	-2	23	-2	5	-1	5
CC(=O)c1ccc(Oc2nc3c(c(=O)n(C)c(=O)n3C)n2C)cc1	-1	4	4	1	1	-1	-1	-1	4
CC1CCC(C(C)C)C(OC(=O)Cn2c(-c3ccc(F)cc3)[n+](C)c3ccccc32)C1 (centres undefined)	-4	-5	1	-2	0	-4	-2	-6	6
Cn1c(=O)cc(OCC(=O)NCc2ccccn2)c2ccccc21	-2	3	0	9	5	1	-1	-3	2
COc1ccccc1-n1ccnc(SCC(=O)NCCc2ccccc2)c1=O	2	-1	4	0	3	2	15	-1	4
Cc1cc(NC(=O)c2ccc3c(c2)C(=O)N(C)C3=O)no1	-6	6	12	-10	-2	-3	1	4	4
COCCNC(=O)C(c1cccs1)N(Cc1ccccc1)C(=O)Cn1nnc2ccccc21 (centres undefined)	4	0	1	-9	4	1	0	0	2
CCc1ccc2nc(N(CCCN(C)C)C(=O)c3ccc(S(=O)(=O)N4CCCc5ccccc54)cc3)sc2c1	-1	1	5	3	-1	-3	-1	6	5
O=C(NCc1ccco1)C(c1ccccc1)N(C(=O)Cc1cccs1)c1ccccc1F (centres undefined)	5	-2	1	6	-2	-1	-3	-2	2
COc1cc(OC)c(Nc2cc(C)nc3nc(C)nn23)cc1Cl	6	-2	10	-6	4	-1	-2	3	4

Some of the compounds tested (hit frequency here may not be typical).
